mouse EphA4 binding: inhibitors of EphA4 binding to KYL peptide, primary screen, biochemical, colorimetric, mouse EphA4 (AID 689); actives 0.1% (n = 62,000); EphA4-AP binding to KYL peptide, pNPP A405; higher % means a stronger effect; one-dose inhibition, % at 10 µM; IC50 in µM for titrated hits; in the data active means a potency from the dose series; inactive means the rest, 99 in 100 with inhibition below about 22%
The depositor's hits bear a star. These rows are one share of the data. The share of hits here may be higher or lower than overall.

no.	smiles	mouse EphA4 binding
1	CCOC(=O)c1c(-c2ccccc2)nc2cc(C)ccn12	0%
2	Cc1cc(C)nc(/N=C(\N)Nc2ccc(C)c([N+](=O)[O-])c2)n1	-7%
3	CCOC(=O)c1sc(C)c2c1NC1(CCCCCC1)NC2=O	-4%
4	COc1cccc2sc(Nc3nc(-c4ccccn4)cs3)nc12	-10%
5	COc1cccc(/C=N/NC(=O)c2ccc(OCc3cccc(Br)c3)cc2)c1	8%
6	CCC1CCCCN1CC(=O)c1c(C)[nH]c2ccccc12 (configuration not stated)	-22%
7	CCSc1nnc(NC(=O)CSc2nccn2-c2cc(C)cc(C)c2)s1	-9%
8	O=C1N(CN2CCC3(CC2)OCCO3)c2ccccc2C12OCCCO2	-4%
9	Nc1nc(Br)c2c(F)cccc2c1-c1ccc(F)cc1	-11%
10	COc1cccc(-c2cc(C(=O)N3C(C)CCCC3C)no2)c1 (configuration not stated)	4%
11	COc1ccc(CN2C(=O)c3ccccc3C2C(=O)NCC2CCCO2)c(OC)c1 (configuration not stated)	-17%
12	Cc1ccc(S(=O)(=O)Nc2cccnc2)cc1	-4%
13	CC1CCN(C(=O)c2cncc(Br)c2)CC1	-3%
14	Cc1ccc(O)c(NC(=O)CCCC(=O)O)c1	-5%
15	COc1cc(OC)cc(-c2nnc(SCC(=O)N3CCCc4ccccc43)o2)c1	16%
16	C=CCn1c(-c2ccc(OC)cc2)n[nH]c1=S	3%
17	Cc1ccc(N2C(=O)c3ccccc3C2(O)c2ncc[nH]2)cc1 (configuration not stated)	-7%
18	CCCSc1nnc(CSc2nc3nc(C)cc(C)n3n2)o1	0%
19	COCCOC(=O)C1=C(C)NC(=O)NC1c1cccs1 (configuration not stated)	0%
20	CC(=O)c1c(C)[nH]c(C(=O)NCCCN2CCCC2)c1C	-8%
21	O=C(NNC(=O)C1CCCN(c2ncccn2)C1)c1ccc(F)cc1 (configuration not stated)	-19%
22	COc1ccc(C2N(c3cc(Cl)ccc3OC)C(=O)C3CCCN32)cc1OC (configuration not stated)	-5%
23	O=C(CCC(=O)OCC(F)(F)C(F)F)Nc1ccc(Cl)cc1	-11%
24	Cc1noc(C)c1C(=O)OCC(=O)c1c[nH]c2ccccc12	18%
25	O=C(C1CCN(S(=O)(=O)N2CCOCC2)CC1)N1CCOCC1	15%
26	O=C(O)CSCc1cn2cc(Cl)ccc2n1	13%
27	COC(=O)CC1Oc2ccc(C)cc2NC1=O (configuration not stated)	5%
28	CCOc1cc(S(=O)(=O)N(Cc2ccccc2)Cc2ccccc2)c(OCC)cc1-n1cnnn1	-7%
29	COc1cccc(N2CCN(S(=O)(=O)c3ccc4nc(-c5ccccc5)[nH]c4c3)CC2)c1	-8%
30	NC(=O)C1(N2CCCCC2)CCN(S(=O)(=O)c2cc(Cl)ccc2Cl)CC1	-8%
31	Cc1cc(-c2ccccc2)n(-c2ccc(C(=O)NC(C)C)cc2)n1	-6%
32	CCC(=O)Nc1cc2c(cc1C(=O)CC)OCCO2	-7%
33	O=C(C1CCCCC1)N1CCCC(c2nc3c(nnn3Cc3ccccc3)c(=O)[nH]2)C1 (configuration not stated)	10%
34	CCc1c(C)nc2cc(-c3cccc(C)c3)[nH]n2c1=O	3%
35	CC1(C)CC2CC(C)(CN2C(=O)COC(=O)c2cc(Cl)cc(Cl)c2N)C1 (configuration not stated)	-1%
36	O=C(O)Cn1nc(-c2ccc(F)cc2)oc1=O	-14%
37	Cc1ccc(C2(C(F)(F)F)N=C3Sc4cc(C)ccc4N3C(=O)N2)cc1 (configuration not stated)	20%
38	COc1cc2c(cc1NC(=O)CN1C(=O)NC3(CCc4ccccc43)C1=O)oc1ccccc12 (configuration not stated)	-26%
39	CNc1nc2c3ccccc3n(C(C)=O)c2s1	-8%
40	CCn1c(SCc2nc(CC(=O)Nc3ccccc3OC)no2)nnc1-c1cccs1	-12%
41	N#C/C(=N\Nc1ccc(Cl)cc1)C(=N)N1CCCCC1	12%
42	CCc1nnc(NC(=O)CSc2nnc(-c3c[nH]c4ccccc34)n2CC)s1	-2%
43	O=C(Nc1ccccc1O)c1ccc(Cl)cc1	-3%
44	Cc1ccc(C)c(C(C)NC(=O)C2C3CCC(O3)C2C(=O)O)c1 (configuration not stated)	6%
45	Cc1ccc(-c2cnc(N)n2C)cc1C	-6%
46	Cc1onc(-c2ccccc2)c1C(=O)N1CCN(C/C=C/c2ccccc2)CC1	0%
47	COc1ccc2oc(C(F)(F)C(F)F)cc(=O)c2c1	-10%
48	CCOC(=O)c1cnc2ccccc2c1NCCc1ccc(OC)c(OC)c1	-1%
49	NC(=O)c1ccc(N2CCCCC2)c(N2C(=O)CCC2=O)c1	-7%
50	CC1=C(C)/C(=N\OC(=O)/C=C/c2ccccc2)C=CC1=O	-13%
51	Cc1ccc(C(=O)Nc2ccccc2N2CCN(C(=O)C(C)C)CC2)cc1	-7%
52	FC(F)(F)c1cccc(N2Cc3ccccc3C2)c1	-14%
53	Cc1ccc(NS(=O)(=O)c2c(C)[nH]c(=O)[nH]c2=O)cc1C	-1%
54	O=C(NCc1cccnc1)C1CC(=O)N(CCc2ccccc2)C1 (configuration not stated)	-7%
55	CCOc1ccc(NC(=O)N(CCN(C)C)C(C)c2ccncc2)cc1 (configuration not stated)	-20%
56	COc1ccc(-c2nnnn2C)cc1S(=O)(=O)NCCc1ccccc1	-2%
57	CCCC(C)C(=O)Nc1nnc(C)s1 (configuration not stated)	-7%
58	COc1ccc(-c2csc(NCc3ccco3)n2)cc1	-22%
59	O=C(COc1ccc(Cl)cc1Cl)NNC(=S)Nc1ccc(F)cc1	11%
60	COc1cc(NC(=O)C2CCCN(S(=O)(=O)c3cccc4nsnc34)C2)cc(OC)c1 (configuration not stated)	-8%

Further entries follow:
no.	smiles	mouse EphA4 binding
61	COc1ccc(C(=O)NC(=S)NNC(=O)CCc2ccccc2)cc1	-15%
62	CC(C)Cn1c(SCC(=O)c2c(N)n(C)c(=O)n(C)c2=O)nc2ccccc21	-2%
63	Cc1ccc(C2/C(=C(\O)c3ccccc3)C(=O)C(=O)N2c2nncs2)cc1 (configuration not stated)	-7%
64	CC1(C)CC(OC(=O)c2ccccc2)CC(C)(C)N1	-13%
65	CN(CCCCCCCCC(=O)/C=N/O)Cc1ccccc1	-11%
66	C=C(C)Cn1c(COc2ccccc2)nnc1SCC(=O)O	1%
67	Cc1ccccc1Nc1ncccc1C(=O)N1CCOCC1	3%
68	CCOC(=O)COc1ccsc1C(=O)OC	-10%
69	CC(/C=C1\SC(=S)N(c2cccc(Br)c2)C1=O)=C\c1ccccc1	10%
70	O=C(NCCNc1ccc([N+](=O)[O-])cc1Cl)c1ccccc1Cl	-9%
71	CCOC(=O)c1cc2sccc2n1CC(=O)Nc1ccc(OC)cc1	-2%
72	O=C(CCc1ccc(S(=O)(=O)NC2CCCCC2)cc1)N(Cc1ccccc1)Cc1ccccc1	-4%
73	Nc1nc(-c2ccccc2)cc(N2CCCC2)n1	-16%
74	CCCCn1c(SCC(=O)N2CC(C)CC(C)C2)nc2cc(S(N)(=O)=O)ccc21 (configuration not stated)	-21%
75	COc1ccc(N2CCN(C(=O)CSc3nnc(COc4cccc5cccnc45)o3)CC2)cc1	-4%

A draw from above in order of length of the SMILES, rising.
no.	smiles	mouse EphA4 binding
68	CCOC(=O)COc1ccsc1C(=O)OC	-10%
73	Nc1nc(-c2ccccc2)cc(N2CCCC2)n1	-16%
70	O=C(NCCNc1ccc([N+](=O)[O-])cc1Cl)c1ccccc1Cl	-9%
69	CC(/C=C1\SC(=S)N(c2cccc(Br)c2)C1=O)=C\c1ccccc1	10%

Continuation:
no.	smiles	mouse EphA4 binding
76	C/C(=C\C(=O)c1ccc(Br)cc1)NCc1ccc2c(c1)OCO2	-8%
77	CCOC(=O)C(C)Sc1ncc(-c2ccc(Cl)cc2)cn1 (configuration not stated)	10%
78	COc1ccc(N(CC(=O)NC2CCCCCCC2)S(=O)(=O)c2c(C)nn(C)c2C)cc1	-4%
79	CC(C)C(=O)NS(=O)(=O)c1ccc(NC(=O)c2ccccc2Cl)cc1	-6%
80	COc1cccc(C(=O)Nc2cc(C(F)(F)F)ccc2Cl)c1	0%
81	Cc1cc(C)n(Cc2ccccc2)c(=O)c1S(=O)(=O)c1ccccc1	0%
82	COc1ccccc1N1CCN(C(=O)COc2ccc(Cl)cc2Br)CC1	-7%
83	O=S(=O)(Nc1ccc(Cc2ccncc2)cc1)c1ccc(Cl)c(Cl)c1	1%
84	CCOC(=O)c1sc2ncnc(N3CCN(c4ccc(OC)cc4)CC3)c2c1C	-8%
85	O=C1CC(N2CCN(CCc3ccccn3)CC2)C(=O)N1c1ccc(Cl)cc1 (configuration not stated)	-10%
86	COc1ccc(CC(NC(C)=O)C(=O)NC2CCN(C(=O)c3cnccn3)CC2)cc1 (configuration not stated)	-17%
87	Cc1ccccc1-n1c(SCC(=O)N2CCCC2)nnc1-c1ccccn1	-27%
88	N/C(=N\OC(=O)/C=C/c1ccccc1)c1ccccc1	1%
89	Cc1cccc(N2CCN(c3nc4ccccc4n4cnnc34)CC2)c1C	-7%
90	CCOc1c2ccc(C(=O)NCCCCc3ccccc3)cc2nn1CC	8%

Copied from the list.
CC(C)C(=O)NS(=O)(=O)c1ccc(NC(=O)c2ccccc2Cl)cc1 in mouse EphA4 binding: -6%
COc1ccc(CC(NC(C)=O)C(=O)NC2CCN(C(=O)c3cnccn3)CC2)cc1 (configuration not stated) in mouse EphA4 binding: -17%

Next section:
no.	smiles	mouse EphA4 binding
91	Cc1ccc(-c2nnc(-c3ccccc3)c(N3CCOCC3)n2)cc1	-3%
92	COc1ccc(CO/N=C/c2c(C)[nH]c(=O)[nH]c2=O)cc1	-18%
93	CC1(C)Cc2c(sc3ncn4nc(CSc5nc6ccccc6o5)nc4c23)C(C)(C)N1	10%
94	NCCCCCc1nnc(SCc2ccc(Cl)cc2Cl)o1	-5%
95	COC(=O)c1[nH]c2cc(OC)c(OC)cc2c1NC(=O)c1cccc(OC)c1	-3%
96	CCOC(=O)c1c(C)c(C(=O)N2CCc3ccccc3C2)c(C)n1CC	1%
97	CC1CN(C(=O)C(c2ccccc2)c2ccccc2)CC(C)O1 (configuration not stated)	-18%
98	COC(=O)c1ccc(NC(=O)C2CCCN(S(=O)(=O)c3cnc[nH]3)C2)cc1 (configuration not stated)	-2%
99	COc1cccc(OC)c1C(=O)N1CCN=C1SCc1cccnc1	3%
100	C/C(=N\NS(=O)(=O)c1ccc(C)cc1)c1cccs1	0%
101	CCCCc1c(CCC)c(=N)c2ccccc2n1C	-8%
102	Cc1cc(C)nc(NC(N)=NC(C)(C)C)n1	-4%
103	Cc1cc(C)c(N2C(=O)NC(=O)/C(=C/c3ccc([N+](=O)[O-])o3)C2=O)c(C)c1	28%
104	CCC(Sc1ncccc1C(=O)O)C(=O)N1CCOCC1 (configuration not stated)	-14%
105	CCOC(=O)C1CCCN(c2ccc(NC(=O)c3snc4c(=O)[nH]cnc34)cc2)C1 (configuration not stated)	-7%

Along the list, from the results shown:
Nos. 97–100 in mouse EphA4 binding, in turn: -18%, -2%, 3%, 0%

(continued)
no.	smiles	mouse EphA4 binding
106	COc1ccccc1NC(=O)/C=C/c1cc(Br)cs1	-4%
107	CC(C)N(C(=O)CSc1nc2ccccc2n1-c1ccccc1)C(C)C	3%
108	CCOP(=O)(O)c1ccccc1OCCOc1ccccc1P(=O)(O)OCC	-24%
109	CCN1CCN(C(=S)c2ccc(SC)cc2)CC1	-8%
110	COc1cccc(OC)c1C(=O)Nc1c(C)n(C)n(-c2ccccc2)c1=O	-21%
111	Cc1cc(C)n(-c2nnc(C)n2/N=C/c2cc(Br)ccc2OCc2ccccc2)n1	-3%
112	O=C(Nc1cnc2sc3c(n2c1=O)CCCC3)c1ccc(F)cc1	-14%
113	CCc1cc2c(=O)nc3n(c2s1)Cc1ccccc1/C3=C(/O)c1ccc(F)cc1	-12%
114	O=C(Nc1ccccc1OC(=O)c1ccc(Cl)cc1)c1ccc(Cl)cc1	2%
115	CCc1ccccc1NC(=O)C(C)Oc1ccc(OC)cc1 (configuration not stated)	3%
116	O=C(CN1CCN(c2ccc(Cl)cc2)CC1)Nc1ccc(F)c(F)c1	-15%
117	Cc1ccc(NC(=O)CCC(=O)NNC(=O)c2cccs2)c(C)c1	-12%
118	COc1ccc(C)cc1S(=O)(=O)N(C)CC(=O)NC1CC1	-12%
119	CCOc1ccc(OCC)c(NC(=O)CCn2cccc2)c1	-3%
120	CSC1=NCCN1C(=O)c1cccs1	-3%

Five compounds picked at random from those above, as already listed:
no.	smiles	mouse EphA4 binding
114	O=C(Nc1ccccc1OC(=O)c1ccc(Cl)cc1)c1ccc(Cl)cc1	2%
107	CC(C)N(C(=O)CSc1nc2ccccc2n1-c1ccccc1)C(C)C	3%
117	Cc1ccc(NC(=O)CCC(=O)NNC(=O)c2cccs2)c(C)c1	-12%
115	CCc1ccccc1NC(=O)C(C)Oc1ccc(OC)cc1 (configuration not stated)	3%
109	CCN1CCN(C(=S)c2ccc(SC)cc2)CC1	-8%

Other entries follow:
no.	smiles	mouse EphA4 binding
121	CC1CCN(C(=S)c2ccc(O)cc2)CC1	-9%
122	Cc1ccc(NC(=O)c2ccccc2CCc2ccccc2)c(C)c1	-13%
123	Fc1ccccc1CSc1nnc(-c2cccs2)o1	-4%
124	Cc1ccc(-c2nn3c(C)nnc3c3ccccc23)cc1S(=O)(=O)NCc1ccccc1	-4%
125	CC(C)Nc1c(N)c(=O)oc2ccccc12	2%
126	CS(=O)(=O)N1CCC(C(=O)NCc2ccncc2)CC1	0%
127	CC1CCN(CCCNC(=O)C2CC(=O)N(C3CCCCCC3)C2)CC1 (configuration not stated)	0%
128	COc1ccc(C(C#N)Nc2ccccc2OC)cc1 (configuration not stated)	-14%
129	CCCCn1c(NCCN(C)C)nc2c1c(=O)[nH]c(=O)n2C	-5%

High-throughput results (PubChem)
